From PubChem BioAssay
tim10-1 inh = growth inhibitors of tim10-1 mutant yeast; S. cerevisiae tim10-1 ts strain growth, BacTiter-Glo, 24 h; inhibition, % at 20 µM; 330,000 compounds, 2.2% hits; AID 463190;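 active = inhibition of at least 40%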;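 also: mutant grown at 25 °C; 0% = DMSO wells with yeast and 100% = wells holding no yeast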
tim23-1 inh = inhibits growth of tim23-1 mutant yeast; S. cerevisiae tim23-1 growth, BacTiter-Glo luminescence, 24 h; inhibition, % at 20 µM; 330,000 compounds, 1.3% hits;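 active = growth inhibition of the mutant yeast at or above 50%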;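 also: temperature-sensitive mutant grown at 25 °C; plate controls were DMSO-treated mutant yeast for no effect and medium wells lacking yeast for full effect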
UPR XBP1 act = adaptive UPR (XBP1) activation; CHO-XBP1 luciferase reporter, IRE1-XBP1 UPR activation, luminescence; percent of tunicamycin response, DMSO as zero; 330,000 compounds, 0.33% hits; activation, % at 20 µM; AID 463104;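 active = versus positive control, 20 µM dose yields 30% or more activation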;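 also: 100% = tunicamycin at 10 µg/mL and 0% = DMSO only wells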
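incubation = overnight seeding at 37 °C, 6 h compound treatment at 37 °C | assay system = CHO-XBP1 cells stably carrying IRE1-XBP1-driven luciferase reporter | input = 1000 cells per well | detection = luciferase luminescence | dosing = single point, 20 µM final compound, 1% DMSO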
APJ antag = APJ receptor antagonism | P35414 | 330,000 compounds, 0.32% hits | CHO-K1 APJ beta-arrestin complementation, luminescence | AID 2521 | inhibition, % at 20 µM;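 active = inhibition above about 40% at 20 µM, limit read from the data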;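 also: cells challenged with 10 nM apelin-13 agonist together with compound; plate controls were apelin-13 plus DMSO wells for no effect and DMSO wells lacking apelin-13 for full effect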
Target sequence (P35414 whole entry, looked up): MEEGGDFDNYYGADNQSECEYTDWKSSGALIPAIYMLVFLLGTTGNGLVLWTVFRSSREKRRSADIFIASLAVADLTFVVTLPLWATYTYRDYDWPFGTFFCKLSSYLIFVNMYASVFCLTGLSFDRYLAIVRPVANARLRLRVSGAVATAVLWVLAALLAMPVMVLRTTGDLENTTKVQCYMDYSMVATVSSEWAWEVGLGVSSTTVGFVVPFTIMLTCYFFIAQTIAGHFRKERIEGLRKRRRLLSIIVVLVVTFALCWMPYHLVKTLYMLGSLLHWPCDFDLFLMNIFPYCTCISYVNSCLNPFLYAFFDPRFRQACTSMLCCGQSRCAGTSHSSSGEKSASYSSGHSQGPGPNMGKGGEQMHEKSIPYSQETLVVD
TIM10 inh = inhibits growth of TIM10 yeast strain; inhibition, % at 10 µM; 330,000 compounds, 1.4% hits; S. cerevisiae TIM10 strain growth, BacTiter-Glo luminescence, 24 h;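 active = inhibition of 40% or more at the single tested concentration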;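 also: wild-type TIM10 isogenic control strain grown at permissive 25 °C; 0% = DMSO yeast wells and 100% = minimal medium wells without yeast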
CXCR6 inh = blocks human CXCR6 beta-arrestin recruitment; O00574; CHO-K1 PathHunter CXCR6 beta-arrestin, luminescence; inhibition, % at 20 µM; 360,000 compounds, 0.36% hits; in the data active = inhibition above about 34%, passing the limit was not always enough;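 also: antagonist mode with CXCL16 agonist at 10 nM final; 0% = 10 nM CXCL16 with DMSO and 100% = unstimulated wells without agonist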
Target sequence (O00574 whole entry, looked up): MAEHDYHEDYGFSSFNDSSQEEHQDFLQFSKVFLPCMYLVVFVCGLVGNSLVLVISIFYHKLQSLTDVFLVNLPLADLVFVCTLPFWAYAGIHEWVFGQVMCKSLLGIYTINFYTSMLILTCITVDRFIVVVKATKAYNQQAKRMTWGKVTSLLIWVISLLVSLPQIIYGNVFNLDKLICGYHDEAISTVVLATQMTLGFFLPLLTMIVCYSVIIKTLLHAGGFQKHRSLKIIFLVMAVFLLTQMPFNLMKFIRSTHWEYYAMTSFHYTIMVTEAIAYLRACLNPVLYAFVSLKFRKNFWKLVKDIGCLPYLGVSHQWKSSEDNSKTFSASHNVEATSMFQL
CHOP UPR activ = activators of apoptotic arm of unfolded protein response (CHOP). activation, % at 10 µM. 330,000 compounds, 0.34% hits. CHO-CHOP luciferase reporter, UPR activation, luminescence; percent of tunicamycin response over DMSO baseline;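 active = at 10 µM dose, activation of 40% or more, normalized to positive control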;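 also: 100% = tunicamycin at 10 µg/mL and 0% = DMSO alone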
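Test system: CHO CHOP reporter cells. Input: 500 CHO-CHOP cells per well. Medium: F12 with 10% FBS. Technique: luciferase luminescence. Measure: percent activation relative to tunicamycin control. Dosing: 10 µM compound, 0.5% DMSO. Timing: 16-18 h cell attachment, then 6 h compound exposure, 37 °C.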
Mdm2-MdmX inh = disrupts the human Mdm2-MdmX interaction. O15151+Q00987. SaOS-2 split-luciferase Mdm2/MdmX complementation, luminescence. inhibition, % at 8 µM. 330,000 compounds, 3% hits. AID 485346;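 active = inhibition of at least 50% at 8 µM in the primary screen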
APJ ag = agonists of human APJ apelin receptor. P35414. CHO-K1 APJ PathHunter beta-arrestin, luminescence; 0% DMSO wells, 100% apelin. activation, % at 20 µM. 330,000 compounds, 0.11% hits;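 active = activation more than six SD over the plate average, tested at 20 µM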;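 also: 0% = DMSO alone and 100% = apelin-13 at 10 nM; some results filed as inactive read as strong as hits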
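Assay system: CHO-K1 cells stably expressing ProLink-tagged human APJ and arrestin–beta-gal acceptor. Compound dosing: 20 µM single point, 1% DMSO. Times: 16-18 h seeding, 90 min dark compound exposure, 60 min detection. Detection: beta-gal luminescence. Evaluation: APJ–arrestin association signal. Controls: negative DMSO alone, positive Apelin-13 at 10 nM.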
Numbers without * were called inactive. An excerpt. The share of hits here may be higher or lower than overall.

SMILES	tim10-1 inh	tim23-1 inh	UPR XBP1 act	APJ antag	TIM10 inh	CXCR6 inh	CHOP UPR activ	Mdm2-MdmX inh	APJ ag
Cc1ccc(CN(C)C(=O)c2ccc(S(=O)(=O)N(C)c3ccccc3)cc2)o1	24	32	1	39	4	5	2.7	28	1
COC(=O)C(CSCc1ccccc1)NC(=O)CSc1nc(N)cc(=O)[nH]1 (stereo not given)	13	9	-3	4	-1	0	1.1	4	-4
O=C(O)Cc1csc(-c2ccccc2)n1	-4	-2	-3	22	2	-7	-0.5	0	-2
CCOc1ccc2oc(=O)cc(CN3CCN(C(=O)c4ccco4)CC3)c2c1	16	12	-2	3	8	0	0.1	8	10
Nc1cc(=O)[nH]c(SCC(=O)Nc2nnc(-c3ccccc3)s2)n1	-13	2	-1	-11	-1	11	2.3	-23	-1
CSCCC(NC(=O)c1ccco1)C(=O)N1CC=C(c2ccccc2)CC1 (stereo not given)	8	7	-4	10	-17	10	-0.9	6	0
C=CS(=O)(=O)c1ccc(Oc2ccc(S(=O)(=O)C=C)cc2)cc1	35	41	-6	39	22	64*	-7.0	100*	0
CCOC(=O)c1c(C)c(C(=O)NCc2cccnc2)c(C)n1CC	-1	3	-1	2	0	-14	-1.5	14	-4
O=c1cc(-c2ccccc2)[nH]c2ccccc12	-3	6	10	-3	6	-2	1.6	43	-1
CC1CCN(S(=O)(=O)c2ccc(C(=O)N3CCOCC3)cc2)CC1	10	16	-2	7	6	1	-1.3	-20	13
CCOc1cccc(/C=C(/C#N)c2nc3ccccc3[nH]2)c1OCC(=O)O	-15	-7	-1	-4	-2	0	0.6	-3	-1
Cc1ccc(/C=C/C(=O)O)cc1S(=O)(=O)N(CCO)CCO	8	5	0	-1	-5	-2	1.1	5	-7
O=C(N/N=C/c1ccc(O)c([N+](=O)[O-])c1)c1ccncc1	4	16	-3	4	-9	5	0.3	-1	4
O=C(NC(Cc1ccccc1)C(=O)O)/C(=C/c1ccc(Br)cc1)NC(=O)c1ccc(Br)o1 (stereo not given)	-3	-1	-7	4	1	0	-1.9	15	2
Cc1oc(-c2cccc(Cl)c2)nc1CS(=O)(=O)CC(=O)NCCN1CCOCC1	-5	5	-4	4	-1	-3	1.9	14	1

Laid out differently: results already given.
CSCCC(NC(=O)c1ccco1)C(=O)N1CC=C(c2ccccc2)CC1 (stereo not given)
  tim10-1 inh: 8
  tim23-1 inh: 7
  UPR XBP1 act: -4
  APJ antag: 10
  TIM10 inh: -17
  CXCR6 inh: 10
  CHOP UPR activ: -0.9
  Mdm2-MdmX inh: 6
  APJ ag: 0

C=CS(=O)(=O)c1ccc(Oc2ccc(S(=O)(=O)C=C)cc2)cc1
  tim10-1 inh: 35
  tim23-1 inh: 41
  UPR XBP1 act: -6
  APJ antag: 39
  TIM10 inh: 22
  CXCR6 inh: 64*
  CHOP UPR activ: -7.0
  Mdm2-MdmX inh: 100*
  APJ ag: 0

CCOC(=O)c1c(C)c(C(=O)NCc2cccnc2)c(C)n1CC
  tim10-1 inh: -1
  tim23-1 inh: 3
  UPR XBP1 act: -1
  APJ antag: 2
  TIM10 inh: 0
  CXCR6 inh: -14
  CHOP UPR activ: -1.5
  Mdm2-MdmX inh: 14
  APJ ag: -4

(list continues)
SMILES	tim10-1 inh	tim23-1 inh	UPR XBP1 act	APJ antag	TIM10 inh	CXCR6 inh	CHOP UPR activ	Mdm2-MdmX inh	APJ ag
O=[N+]([O-])c1cccc(CN2CCCCCC2)c1	-1	3	-4	6	-5	-5	0.3	-40	1
Cc1cccc(CCNC(=O)CCc2nnc(CCc3ccccc3)o2)n1	-1	7	2	-8	-12	4	0.7	-6	-1
O=C1CC(c2cc3c(cc2Br)OCO3)C2=C(CCCC2=O)N1 (stereo not given)	-27	-7	-5	6	0	-6	-1.1	12	-1
COc1cccc2cc(C(C)N(CCCN3CCOCC3)C(=S)Nc3c(C)cccc3C)oc12 (stereo not given)	9	19	0	-20	8	1	-0.4	20	-1
COc1ccc(CCn2c(-c3ccc(F)cc3)nc3c(c(=O)c4ccccc4n3C)c2=O)cc1OC	-4	9	5	5	7	13	4.6	14	-3
CC1(C)SC2c3ccccc3C(=O)N2[C@@H]1C(=O)NC1CCCC1 (stereo not given in full)	21	21	-4	21	13	-4	2.3	-13	2
C=CCN(CC=C)C(=O)CN1C(=O)NC(c2ccccc2)(c2ccccc2)C1=O	8	11	-5	15	7	2	3.7	28	-1
CCn1c(SCC(=O)Nc2nncs2)nnc1C(C)NC(=O)c1ccccc1Br (stereo not given)	17	5	0	7	-8	8	-1.6	15	-3
C[C@H](NC(=O)Nc1ccccc1F)C(=O)O	-12	8	-2	27	-11	-9	-1.0	4	-2
N#CCCn1cc(/C=C2\NC(=S)N(c3ccccc3)C2=O)c(-c2ccc(F)cc2)n1	10	-9	-2	19	10	8	2.8	-3	-5
CCOC(=O)C1=C(C)NC(=O)NC1c1ccc(OCC(=O)N2CCCCC2)cc1 (stereo not given)	-1	2	-1	27	-10	-9	-1.1	23	-1
Cc1ccc(S(=O)(=O)N2CCN(Cc3ccsc3)CC2)cc1	-5	6	-1	12	10	-1	0.4	6	-1
O=C(NC1CCN(Cc2ccccc2)CC1)c1cc(S(=O)(=O)Nc2ccc(F)cc2)ccc1Cl	3	8	-3	4	5	-3	0.7	14	-3
COc1cc(C(=O)Nc2ccc(S(=O)(=O)N(C)c3ccccc3)cc2)cc(OC)c1OC	20	28	-2	-21	8	-7	-1.6	43	-1
CC(Oc1ccccc1)C(=O)N=Nc1c(O)[nH]c2ccc(Br)cc12 (stereo not given)	-9	15	-3	18	9	4	0.1	5	-1
Cc1cc(C)nc(-n2nc(C)cc2NC(=O)CN2CCC(C)CC2)n1	40	28	2	12	18	7	3.8	18	0
O=C(Cc1ccccc1)N1CCN(c2ncccn2)CC1	-4	-4	1	13	1	4	2.0	16	-2
Cc1ccc(C(=O)NCc2ccccn2)cc1S(=O)(=O)N1CCOCC1	-15	-9	-2	1	1	-1	0.2	5	-3
O=C(Cc1csc(Nc2nc(=S)[nH]c3ccccc23)n1)N1CCN(c2cccc(C(F)(F)F)c2)CC1	13	-17	4	0	-15	5	2.3	69*	-5
Cc1c(C2=CCN(S(=O)(=O)c3ccc(Cl)cc3)CC2)c2ccccc2n1C	15	13	-1	11	24	-2	3.3	-10	-4
CC[C@@]1(C(=O)OC)N[C@H](CN(C)S(=O)(=O)c2ccc(C(F)(F)F)cc2)[C@@H]2C(=O)N(C)C(=O)[C@@H]21	5	8	1	8	-12	-7	-0.1	-11	-4
Cc1cc(C)c(N)c(C(=O)O)c1	2	20	0	4	-7	3	4.7	0	-2
COC(=O)c1cc(=O)nc2sccn12	14	9	-3	7	-5	3	-0.9	19	4
O=C1NC2=C(C(=O)c3ccccc32)C(c2ccccc2)N1 (stereo not given)	-6	8	-2	27	11	6	-1.8	13	-6
CC(=O)Nc1ccc(NC(=O)C(C)Sc2n[nH]c(-c3cccs3)n2)cc1 (stereo not given)	-11	3	-2	-20	-3	1	0.6	13	-4
CCCc1nnc(NC(=O)NCCN2C(=O)C3C4C=CC(C4)C3C2=O)s1 (stereo not given)	-21	-1	1	-66	-1	2	-0.3	18	-1
COc1ccc(-c2[nH]ncc2CN(CC2CCC(=O)N2)C(C)C)cc1F (stereo not given)	-2	9	2	-10	-3	-12	0.3	0	-3
CC(C(=O)OCC(=O)c1ccc(F)cc1)N1C(=O)C2C3C=CC(C3)C2C1=O (stereo not given)	-11	-2	-4	7	0	-8	-2.2	19	-1
Cc1cc(C)cc(C(=O)OCC(=O)N2CCCC2)c1	-1	3	0	-12	-18	2	1.0	-1	0
COC(=O)/C(C#N)=C/c1c(N2CCN(c3cccc(Cl)c3)CC2)nc2c(C)cccn2c1=O	30	21	-1	15	14	13	2.5	20	-3
CCOC(=O)c1cc2c(=O)n3ccccc3nc2n(Cc2ccco2)c1=NC(=O)c1cccnc1	5	11	-3	2	9	15	-0.6	30	-1
Cn1c(COc2ccc(Cl)cc2)nnc1SCc1ncc(-c2ccccc2)o1	32	17	2	13	2	-7	5.2	-2	-1
CCOC(=O)c1ccccc1OC(=O)CS(=O)c1ccccc1[N+](=O)[O-] (stereo not given)	28	36	0	-18	5	-22	-2.4	0	0
Cc1nnc(NC(=O)C2CCN(c3nnnn3-c3ccccc3)CC2)s1	-3	11	-2	13	-6	1	3.5	-1	-1
CC1CN(c2ccccc2)c2nc3c(c(=O)[nH]c(=O)n3C)n2C1 (stereo not given)	-2	12	0	27	5	10	0.9	-3	-3
Cc1c(C(=O)Nc2ccc(-n3cnnn3)cc2)oc2ccccc12	9	17	5	-6	22	1	4.7	21	0
COC(=O)c1ccccc1S(=O)(=O)N1CCC(c2nc3ccccc3o2)CC1	14	29	-2	18	11	5	-0.2	6	2
Cc1ccc(Cn2ccc(NC(=O)CCSc3nc(-c4ccco4)cc(C(F)(F)F)n3)n2)cc1	26	12	2	-9	-13	-5	0.3	46	0
Cc1cccc(NC(=O)C2CCCN(S(=O)(=O)c3ccc4c(c3)oc(=O)n4C)C2)c1 (stereo not given)	8	11	-2	-7	-8	-10	-0.4	21	-6
N/C(=N\OC(=O)c1ccc(Cl)cc1)c1ccn[nH]1	21	31	-6	-76	31	6	-3.7	-46	19
CN(C(=O)CCCN1C(=O)c2ccccc2C1=O)C1CCCCC1	23	23	0	3	8	5	3.8	-33	1
CSc1ccc(C(=O)NC2CCSc3ccccc32)cc1 (stereo not given)	-10	-7	3	16	-29	-17	0.3	-11	-1
COc1cc(NC(=O)c2sc3ncn(CC(=O)N4CCC(C)CC4)c(=O)c3c2C)cc(OC)c1OC	2	-7	-4	-8	-4	-8	-2.5	27	-2
CCN1/C(=C\C(=S)Nc2ccccc2)Sc2ccccc21	45*	40	6	19	50*	1	3.9	-63	-3
CCN(CC(=O)Nc1cc(Cl)ccc1C)C(=O)C1COc2ccccc2O1 (stereo not given)	26	42	-2	-10	20	6	-0.6	6	-5
Cc1c(OCc2ccccc2)c(=O)ccn1Cc1ccc(Cl)cc1	5	-15	4	10	16	-11	-1.0	0	-1
C=CCNC(=O)COCc1cc(-c2ccc3c(c2)OCO3)on1	9	7	2	18	9	5	3.4	8	-4
Cc1cc(C)n(-c2cccc(CN3CCC(CO)(Cc4ccccc4)CC3)c2)n1	-8	16	-2	-15	17	-8	-0.4	15	-2
Cc1ccc2cc(C)c3nnc(SCC(=O)Nc4nc5c(s4)CCCC5)n3c2c1C	34	33	3	-7	29	0	2.4	11	-2
COCCN1C(=O)C(O)=C(C(C)=O)C1c1ccc(F)cc1 (stereo not given)	-5	0	-3	2	6	6	-1.1	9	-3
COc1ccc(-n2cnc3c(sc4nc(N5CCOCC5)c5c(c43)CCCC5)c2=O)cc1	-4	5	7	2	25	0	-0.8	13	0
CC1CCCC(NC(=O)COC(=O)[C@@H]2CC(O)CN2S(=O)(=O)c2ccc3c(c2)OCCO3)C1C (stereo not given in full)	-1	1	0	1	14	-8	0.3	15	-2
CCCCNC(=O)N1CCOCCOCCN(C(=O)NCCCC)CCOCC1	-11	6	2	0	2	9	0.1	31	1
